HIF act: HIF pathway transcriptional activation. activation, % at 7.5 µM (by protocol). U2OS HRE-luciferase reporter, luminescence; normalized: DMSO 0%, desferrioxamine 100%. 0.32% of 300,000 active. AID 1910;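 active = mean activation of at least 10% of the iron chelator positive control signal, with at least half of replicates also reaching 10%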
TRPC4 agonist: TRPC4 (mouse) channel activation; Q9QUQ5; HEK293 TRPC4beta/mu-opioid, Fluo4 calcium fluorescence; active compounds read high; B-score at 10 µM; 0.49% of 310,000 active;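 active = B-score above 5 SD of library B-scores, and initial fluorescence ratio not above library mean plus 5 SD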;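 note: positive B-score marks a calcium rise read as TRPC4 activation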
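system = HEK293 cells stably co-expressing mouse TRPC4beta and mu-opioid receptor | schedule = Fluo4 dye loading 45 min at room temperature, 110 s recording | measure = B-scored integrated calcium fluorescence ratio | signal = Fluo4 calcium-sensitive dye fluorescence, kinetic, 1 Hz baseline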
TRPC6 activator: mouse TRPC6 channel activation | B-score at 10 µM | 0.13% of 310,000 active | Q61143 | HEK293-TRPC6 membrane potential dye fluorescence; active compounds read high;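 active = B-score of the integrated fluorescence ratio above library mean plus 3 SD, and starting fluorescence ratio within library mean plus 5 SD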;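 note: higher score means more depolarization so channel activation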
KLF5 inh: kruppel-like factor 5 inhibition; DLD-1 KLF5 promoter-luciferase reporter, luminescence; inhibition, % at 5 µM; 0.23% of 290,000 active;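 active = inhibition above a per-plate limit of that plate's mean compound inhibition plus 3 SD, cut at about 60% in these data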;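 note: 0% = DMSO wells and 100% = LY294002 at 200 µM; higher means less KLF5 promoter-driven luciferase light; inactives centre near -14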
aSyn UTR inh: 5' untranslated region of α-synuclein, MLPCN primary screen; AID 1813; 0.82% of 300,000 active; inhibition, % (tested at 7.5 µM); alpha-synuclein 5'UTR reporter, inhibitor activity; in the data active = inhibition above about 60%;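 note: H4 neuroglioblastoma cells stably carrying SNCA 5'UTR luciferase fusion; 0% = DMSO wells and 100% = positive control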
SKKanGAS inh: blocks kanamycin growth of S. pyogenes SKKanGAS strain | BacTiter-Glo, 6 h | inhibition, % at 7.5 µM | 1.3% of 300,000 active;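 active = mean replicate score, as percent of positive control median, at least 50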;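 note: strain carries kanamycin resistance gene driven by streptokinase promoter and grows in 40 µg/ml kanamycin; loss of luminescence reflects streptokinase promoter inhibition or plain growth inhibition; 0% = median of DMSO wells and 100% = positive control at its reference dose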
TRPC4 potent: allosterically enhances the mouse TRPC4 cation channel. 0.42% of 310,000 active. B-score at 10 µM. HEK293 TRPC4beta/mu-opioid, DAMGO EC20, Fluo-4 Ca2+ flux; active compounds read high;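 active = B-score of calcium response area above 5 SD of library B-scores, with initial fluorescence ratio within 5 SD of library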;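 note: B-score of integrated fluorescence ratio over time as area under calcium response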
TRPC6 inhibitor: mouse TRPC6 channel inhibition | Q61143 | HEK293-TRPC6, membrane potential dye, ACh-evoked depolarization; active compounds read low | B-score at 10 µM | 1.1% of 310,000 active | AID 2553;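 active = B-score under library mean minus 3 SD, initial fluorescence not abnormally high, positive integrated signal ratio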;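 note: B-score derived from integrated fluorescence ratio over the kinetic read; more negative B-score means stronger inhibition of depolarization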
TRPC4 block: TRPC4 (mouse) channel inhibition; B-score at 10 µM; Q9QUQ5; 0.39% of 300,000 active; HEK293 TRPC4beta/mu-opioid, DAMGO-evoked Fluo4 calcium flux; active compounds read low; AID 2247;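 active = B-score over 3 SD under the library average, no early fluorescence shift, positive overall ratio signal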
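Assay system – HEK293 line stably carrying TRPC4beta and mu-opioid receptor · Doses – single dose · Detection – Fluo4 calcium-dye fluorescence, kinetic read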
IEC-6 cytotox: IEC-6 cytotoxicity, counter-screen for KLF5 inhibitors | 0.78% of 290,000 active | inhibition, % at 5 µM | luminescence viability; in the data active = inhibition above about 22%;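 note: 0% = plate median of test compound wells and 100% = cytotoxic reference compound wells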
MrgX1 antag: human MrgX1 receptor antagonism, primary screen; Q96LB2; MRGX1-HEK293 calcium flux, Fluo-4, BAM8-22 antagonism; active compounds read low; B-score at 10 µM; 1.3% of 310,000 active; AID 588676;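 active = calcium-response B-score plate-corrected more than 3 library SD below zero, starting fluorescence within 5 deviations, no agonist response on first addition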;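 note: peak minus trough fluorescence over baseline after final BAM8-22 challenge near maximal dose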
Target sequence (Q96LB2 whole entry, looked up): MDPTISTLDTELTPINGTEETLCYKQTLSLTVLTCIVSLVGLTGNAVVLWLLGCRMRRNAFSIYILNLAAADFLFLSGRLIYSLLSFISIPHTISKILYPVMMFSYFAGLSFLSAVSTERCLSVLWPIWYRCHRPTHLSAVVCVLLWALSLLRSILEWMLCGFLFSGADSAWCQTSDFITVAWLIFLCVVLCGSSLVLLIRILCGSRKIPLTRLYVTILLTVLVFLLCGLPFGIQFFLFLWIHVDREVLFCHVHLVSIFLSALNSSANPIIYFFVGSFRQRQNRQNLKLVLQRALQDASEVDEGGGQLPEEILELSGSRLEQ
* = called active by the depositor; i = inactive; nt = not tested or not shown.

Molecule	TRPC4 block	HIF act	TRPC6 inhibitor	MrgX1 antag	aSyn UTR inh	TRPC4 agonist	TRPC4 potent	TRPC6 activator	IEC-6 cytotox	KLF5 inh	SKKanGAS inh
Nc1ncnc2c1ncn2CCNCCc1ccccc1	i	0.0	i	i	-18	i	i	i	-5	-39	1
Cc1cnc(NS(=O)(=O)c2ccc(Cl)cc2)c(Br)c1	i	-0.4	i	i	-26	i	i	i	0	-21	0
CCOC(=O)C1(C)/C(=N/Nc2ccccc2)C(=O)C(=O)N1c1ccccc1 (stereo not drawn)	i	-1.4	i	i	1	i	i	i	15	8	0
Cc1nn(CCCC(=O)Nc2c(F)cc(F)cc2Br)c(C)c1[N+](=O)[O-]	i	0.3	i	i	-7	i	i	i	0	6	-13
O=C(NCc1ccc(Cl)c(Cl)c1)C1CCCC1	i	0.4	i	i	-2	i	i	i	nt	nt	-8
CC1CC1c1ccc(/C=C(\C#N)C(=O)Nc2cccc(Cl)c2Cl)o1 (stereo not drawn)	i	1.7	i	i	-111	i	i	i	3	-27	2
CCCCOc1c(C(=O)Nc2ccccc2)nnn1-c1ccccc1	i	1.4	i	i	1	i	i	i	-2	-12	2
COc1cc(NC(=O)c2ccc(COCC(F)(F)F)cc2)cc(OC)c1OC	i	0.1	i	i	-4	i	i	i	3	-13	-5
O=C(Nc1ccccc1C(=O)N1CCCC1)c1ccc(Cl)c([N+](=O)[O-])c1	i	-0.2	i	i	-1	i	i	i	7	8	4
Cn1c(=O)c(C(=O)COC(=O)c2cc(-c3ccco3)nc3ccccc23)c(N)n(Cc2ccccc2)c1=O	i	-0.3	i	i	53	i	i	i	2	-12	39
Cc1ccc(C)c(-n2cc(CNCCCn3cccn3)c(-c3ccccc3)n2)c1	i	1.3	i	i	-9	205*	i	i	3	6	-23
COc1ccc(-c2cc3ccccc3oc2=O)cc1NC(=O)c1ccc([N+](=O)[O-])o1	i	1.2	i	i	-240	i	i	i	1	-23	20
COc1ccc2ccccc2c1/C=N/N1C(=O)CSC1=S	i	-0.3	i	i	13	i	i	i	3	9	0
CCCN1CNC(=S)N(c2ccc(C)cc2C)C1	i	nt	i	i	nt	i	i	i	1	-11	-5
COCc1nn2c(N)c(-c3ccccc3)cnc2c1-c1ccccc1	i	2.4	i	i	-106	i	i	i	3	-87	-3
CC1CCN(c2nc3ccccc3n2CC(=O)c2ccccc2)CC1	i	0.1	i	i	-11	i	i	i	1	-14	-1
O=C(CN1CCN(c2ccc(F)cc2)CC1)NCc1ccc(F)cc1	i	0.1	i	i	7	i	i	i	2	-29	-6
O=C(C(NS(=O)(=O)c1cccc2nsnc12)c1ccccc1)N1CCN(c2ccccn2)CC1 (stereo not drawn)	i	0.0	i	i	-13	i	i	i	-5	-19	3
CS(=O)(=O)c1ccc2nc(NC(=O)C3CCCCC3)sc2c1	i	0.7	i	i	21	i	i	i	-7	-17	-2
O=C(CSC1=NCCS1)Nc1ccnc2ccccc12	i	-0.2	i	i	-13	i	i	i	1	4	11
O=C(CN1C(=O)C2C3CCC(C3)C2C1=O)OCC(=O)c1cccc([N+](=O)[O-])c1 (stereo not drawn)	i	0.1	i	i	2	i	i	i	-3	-27	-5
CC(C)c1ccc2[nH]c(O)c(N=NC(=S)NCCc3ccccc3)c2c1	i	-0.8	i	i	-27	i	i	i	6	-2	43
C/C(=N\Nc1ccccc1Cl)c1ccc(-n2ccnc2)cc1	i	-0.4	i	i	5	i	i	i	6	-21	-11
O=C(COc1ccccc1[N+](=O)[O-])N/N=C/c1cccc(OC(=O)c2ccc3c(c2)OCO3)c1	i	3.1	i	i	-157	i	i	i	4	-18	17
CCOC(=O)Cn1c(S(=O)(=O)Cc2ccccc2)nc2ccccc21	i	0.0	i	i	-10	i	i	i	-4	0	0
O=C(CNC(=O)C12CC3CC(CC(C3)C1)C2)N/N=C\c1ccccn1	i	0.1	i	i	18	i	i	i	-4	4	3
COc1ccc(C(C)NC(=O)C2CCCC2)cc1 (stereo not drawn)	i	0.1	i	i	-9	i	i	i	-1	-5	2
CN(C)c1oc(/C=C/c2cccs2)nc1S(=O)(=O)c1ccccc1	i	-0.2	i	i	8	i	i	i	5	-13	-2
COc1cc(/C=C2\SC(=S)N(C(C(=O)O)c3ccccc3)C2=O)ccc1O (stereo not drawn)	i	-0.3	i	i	12	i	i	i	5	10	12
CC(OCCN1CCCC1)(c1ccc(F)cc1)c1ccc(F)cc1	i	-0.4	i	i	-8	i	i	i	2	1	-16
COc1ccc(/C=C2\N=C(SC)SC2=O)cc1OC	i	-0.2	i	i	6	i	i	i	-7	-9	1
Cn1c(=O)c2c(nc(Sc3ncccn3)n2Cc2ccccc2Cl)n(C)c1=O	i	0.2	i	i	-6	i	i	i	1	-1	0
O=C(O)c1ccc(Nc2ncc([N+](=O)[O-])cc2[N+](=O)[O-])cc1	i	0.0	i	i	4	i	i	i	-2	16	0
COc1cccc(NC(=O)Cn2cnc3c(oc4nc5c(cc43)CCCC5)c2=O)c1	i	0.2	i	i	-27	i	i	i	1	3	4
CC1CCN(C(=O)CN(C2CCCCC2)S(C)(=O)=O)CC1	i	-1.1	i	i	12	i	i	i	4	-35	-1
C[N+]1(CCOC(=O)C2(c3ccccc3)CCCC2)CCCCC1	i	-0.1	-11*	i	-6	i	i	i	0	-15	-3
CCSc1nnc(Cn2c(=O)sc3ccccc32)n1-c1ccc(OC)cc1	i	0.1	i	i	19	i	i	i	2	7	-4
CC(C)(C)NCCCCOc1ccc(F)cc1	i	0.1	i	i	21	i	i	i	3	-11	-1
COc1cc(OC)c(OC)cc1/C=N/Nc1ncnc2c1[nH]c1ccc(C)cc12	i	1.0	i	i	-6	i	i	i	-4	-13	2
CN(C)CCCN1C(=O)C(=O)/C(=C(/O)c2ccncc2)C1c1cccc(Br)c1 (stereo not drawn)	i	-0.6	i	i	-16	i	i	i	0	-35	-5
O=C(O)c1cc(-c2ccncc2)nc2ccc(S(=O)(=O)N3CCOCC3)cc12	i	-0.4	i	i	26	i	i	i	-1	13	-1
Cc1c(C(=O)c2ccccc2)c2ccccn2c1CCC#N	i	-0.3	i	i	15	i	i	i	2	4	-2
C=CCc1ccc(OCCCOc2ccc(C(=O)O)cc2)c(OC)c1	i	-0.3	i	i	-10	i	i	i	3	-28	7
O=C(Nc1ccccc1N1CCOCC1)c1cccc(Oc2ccccc2)c1	i	-0.1	i	i	-21	i	i	i	-9	15	-2
N#Cc1ccccc1NC(=S)NC(=O)C1CCC1	i	nt	i	i	nt	i	i	i	-1	-21	nt
CSc1cccc(NC(=O)c2ccco2)c1	i	1.2	i	i	-75	i	i	i	7	-19	-1
Cc1nn(-c2ccccc2)c(C)c1NC(=O)COC(=O)c1ccc(NC(=O)CC#N)cc1	i	0.7	i	i	7	i	i	i	-8	-15	1
COc1ccc(NC(=O)N(CCN2CCCC2)Cc2cc3cc(OC)c(OC)cc3[nH]c2=O)cc1	i	0.0	i	i	-7	i	i	i	-3	-24	5
O=C(COc1ccc(S(=O)(=O)NCc2ccccc2)cc1Cl)NCC1CCCO1 (stereo not drawn)	i	-0.4	i	i	-31	i	i	i	1	3	-14
COc1ccccc1Nc1nc(-c2cccc(N3C(=O)c4ccccc4C3=O)c2)cs1	i	-0.4	i	i	2	i	i	i	7	-10	4
CCS(=O)(=O)n1nc(-c2ccc(Cl)cc2)nc1SC	i	1.2	i	i	-70	i	i	i	-8	-66	-1
CCOc1cc(/C=N/O)ccc1OCc1ccc(F)cc1	i	-0.1	i	i	-10	i	i	i	1	-49	-3
CSc1ccc(CN(C)C(=O)c2cccc(S(=O)(=O)N3CCN(Cc4ccccc4)CC3)c2)cc1	i	0.1	i	i	24	i	i	i	nt	nt	-4
OCCN1CCN(CC(O)COCC2COc3ccccc3O2)CC1 (stereo not drawn)	i	1.0	i	i	-32	i	i	i	4	3	3
Cc1ccc(C2CC(c3ccccc3)=NN2c2ccccc2)o1 (stereo not drawn)	i	3.6	i	i	-232	i	i	i	-4	-21	-26
Cc1cc2nc(-c3cccc(NC(=O)c4ccc(Br)o4)c3C)oc2cc1C	i	-0.1	i	i	-4	i	i	i	-8	-37	1
COc1ccc(NS(=O)(=O)c2cccc(C(=O)NCC(c3ccco3)N(C)C)c2)cc1 (stereo not drawn)	i	-0.2	i	i	3	i	i	i	nt	nt	-12
COc1ccc(N2CCN(Cc3nc4c(c(=O)[nH]c(=O)n4C)n3CCCc3ccccc3)CC2)cc1	i	-0.5	i	i	5	i	i	i	2	-5	-5
CCCn1c(=O)c2[nH]cnc2n(-c2ccc(Cl)cc2)c1=O	i	-0.2	i	i	11	i	i	i	-12	-26	-1
COc1cc(-c2nc(CCNC(=O)c3ccco3)cs2)cc(OC)c1OC	i	0.0	i	i	8	i	i	i	4	-26	0
CCOCCCNC(=O)c1cc(=O)n(Cc2cccc(C)c2)c2ccccc12	i	-1.0	i	i	0	i	i	i	-4	-21	3
COc1ccc(-n2nnnc2SCC(=O)Nc2cccc(NC(C)=O)c2)cc1OC	i	-0.2	i	i	23	i	i	i	5	2	-6
